LGR2 antag: blocks bursicon-induced cAMP signaling via Drosophila LGR2. HEK293 LGR2, CRE-luciferase, bursicon-stimulated, 4 h. inhibition, % at 9.99 µM. actives 0.35% (n = 380,000). AID 720647;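 active means drop in luminescence signal, shown as inhibition above about 50% in the replicate tests, limit read from the data, passing the limit was not always enough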;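 further: agonist challenge used bursicon conditioned medium at about half maximal strength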
Statin myotox sup: suppression of simvastatin myotoxicity; actives 0.78% (n = 330,000); C2C12 myotubes + simvastatin, ATP luminescence, 48 h; scaled: DMSO 0, geranylgeraniol control 100; AID 602340; rescue of ATP level, % at 7.49 µM;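 active means mean ATP rescue above about 67%, or every replicate alone reaching that limit, limit read from the data, passing the limit was not always enough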;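 further: myotubes were challenged with 10 µM simvastatin during compound exposure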
Cneo AK release: causes C. neoformans cell lysis; adenylate kinase release luminescence, 4 h; normalised: neutral wells 0, clomiphene wells 100; lysis activity, % at 15 µM; actives 0.2% (n = 360,000); AID 651654;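 active means mean lysis activity across replicates of at least 80%, whatever share of replicates individually reach that level; inactive means mean lysis activity below 80%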
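Signal: Adenylate kinase release luminescence | Assay system: Log-phase Cryptococcus neoformans yeast cells | Input: Cells at 5 × 10^6 per mL | Buffer or medium: Fresh YPD growth medium | Compound: Single dose | Schedule: Static 4 h at 37 °C with compound, 1 h detection | Controls: Clomiphene | Read-out: Luminescence rise reflecting yeast cell lysis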
PAX8 reporter: lowers PAX8-driven luciferase in RMG-I cells; RMG-I TPO-luciferase reporter, SteadyGlo, 24 h; AID 652154; inhibition, % at 12.6 µM; actives 1.2% (n = 360,000);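 active means mean replicate inhibition at least 60% with every replicate also reaching 60%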;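 further: luciferase light reporting Pax8 driven TPO promoter activity; plate controls were median of neutral control wells for no effect and mitoxantrone controls for full effect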
INS-1E GSIS act: primary screen for activators of insulin secretion dependent on glucose, INS-1E cells, GLuc reporter luminescence | AID 743287 | actives 0.61% (n = 370,000) | activation, % at 16.6 µM | INS-1E GLuc reporter insulin secretion, 2-3 h;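 active means lowest replicate activation of at least 40%, so every replicate reaches that level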;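 further: 0% = median of neutral control wells and 100% = median of IBMX positive control wells; some compounds called inactive have numbers as strong as hits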
PGC1a acetyl inh: PGC1a acetylation modulation, inhibitor mode; actives 0.17% (n = 350,000); AID 651687; U2OS PGC1a acetylation, AlphaScreen anti-acetyl-lysine; with virally co-expressed GCN5 acetyltransferase; inhibition, % at 15.6 µM;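 active means every replicate shows inhibition of at least 40%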;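 further: 0% = neutral control wells and 100% = positive control wells; some results beyond the cut were filed as inactive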
ARNT-TACC3 inh: disruptors of human ARNT/TACC3 interaction. AID 623870. AlphaScreen His-ARNT PAS-B/GST-TACC3 binding, luminescence; TACC3 fragment carries E629A point mutation. actives 0.66% (n = 390,000). inhibition, % at 9.99 µM;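 active means mean inhibition of replicates at least 50% and at least half of replicates each reaching 50%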;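 further: 0% = complete ARNT plus TACC3 wells and 100% = ARNT alone without TACC3; many hits fall short of the cut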
PglD inh: inhibitors of Campylobacter jejuni PglD acetyltransferase. inhibition, % at 12.5 µM. actives 0.098% (n = 360,000). purified PglD enzyme, DTNB colorimetric CoA detection; in the data active means inhibition above about 16%, passing the limit was not always enough; further: strong numbers were not always called active
Active calls of the source: *; · = no result given; & = joins results of further samples.

SMILES	LGR2 antag	Statin myotox sup	Cneo AK release	PAX8 reporter	INS-1E GSIS act	PGC1a acetyl inh	ARNT-TACC3 inh	PglD inh
CN(C)C1(CNC(=O)C2CCN(S(=O)(=O)c3cc(Cl)ccc3Cl)CC2)CCCCC1	-5.9	-12.0	-1.2	16.0	-21.3	·	-5.1	2.6
Brc1cc2c(cc1CSc1ncccn1)OCO2	-17.1	-4.3	-1.0	-29.9	-17.5	2.3	17.7	-0.9
O=C(c1n[nH]c(=O)c2ccccc12)N1CCN(S(=O)(=O)c2ccccc2Cl)CC1	8.4	9.7	1.9	17.0	·	1.2	15.2	-2.2
Cc1noc(C)c1NC(=O)Nc1ccc2c(c1)C(=O)N([C@H](C)CO)C[C@H](C)[C@H](CN(C)C(=O)Nc1cccc3ccccc13)OCCCC[C@@H](C)O2	·	·	-12.7	-19.2	3.7	3.3	-1.3	-3.9
CN(CCc1ccccn1)C(=O)CCC1CCCN(C(=O)CCOc2ccccc2)C1 (stereo not given)	13.9	·	·	7.2	4.1	·	-0.4	·
N#Cc1ccc(-c2ccc([C@@H]3[C@H](CO)N4C(=O)CN(C(=O)Cc5ccccc5)C[C@@H]34)cc2)cc1	6.4	·	·	-8.7	4.8	3.7	·	·
Cc1ccc(-n2nnnc2-c2cnc3cc4c(cc3c2C)OCO4)cc1	·	4.9	-0.8	-2.1	·	3.8	-8.7	7.4
CCCCOC(=O)Cn1c(=O)c2c(nc3n2CCCCN3c2ccc(C)cc2)n(C)c1=O	·	103.4*	-2.8	·	·	1.2	-0.8	6.5
Cc1cc(C)c(OCCCCN2CCC(C)CC2)c(Br)c1	13.2	·	·	4.8	6.1	·	-22.8	·
Cc1cc(C(=O)Cn2cc(C(F)(F)F)ccc2=O)c(C)n1CC1CCCO1 (stereo not given)	-0.5	28.8	0.3	-8.6	6.4	4.6	0.9	-3.4
COCCN(C[C@@H]1N[C@@H](CO)[C@H]1c1ccc(-c2cccnc2)cc1)C(C)=O	-5.6	-2.4	-0.9	-5.8	0.8	-0.9	-3.6	-1.9
c1cncc(C(c2nnnn2C2CCCCC2)N2CCCCC2)c1 (stereo not given)	4.8	0.5	0.6	5.1	-3.5	-16.7	9.4	9.5
COc1cccc(C2c3c(oc4ccc(Cl)cc4c3=O)C(=O)N2c2cc(C)on2)c1OC (stereo not given)	16.0	-36.0	-5.3	·	2.9	0.7	-1.0	5.0
Cc1cc(C)c(S(=O)(=O)c2ccccc2)c(OC(=O)c2c(Cl)cccc2Cl)n1	·	·	0.5	5.0	·	0.7	·	-7.2
C[C@H](CO)N1C[C@H](C)[C@@H](CN(C)CC2CCCCC2)Oc2c(NC(=O)C3CCCCC3)cccc2C1=O	-2.6	44.9	49.8	-21.8	-0.1	-11.3	3.0	4.4
Cc1nc2ncnn2c(N2CCC(C(=O)NCC3CCCO3)CC2)c1Cc1ccccc1 (stereo not given)	11.8	·	·	·	18.6	32.0	-8.4	·
COc1ccc(-n2nc3c(N4CCC(C(=O)NCc5ccccc5)CC4)nnc(C)c3c2C)cc1	-6.2	-30.0	14.6	29.6	2.2	-49.2	4.0	0.3
CO/N=C(/CS(=O)c1ccc(Br)cc1)c1ccc(OC)cc1 (stereo not given)	-7.6	-4.2	-1.7	·	-17.7	2.9	-3.6	1.7
CCCNC(=O)N(C)c1nncnc1C(=O)NC	·	1.8	3.8	·	·	·	3.2	6.2
Cc1ccc(C(=O)O)cc1NC(=O)CSc1nnc(-c2ccccc2F)n1C1CCCCC1	9.7	-0.5	4.3	-0.5	8.3	2.2	-5.8	-4.0
COc1cccc(C(=O)NCC(=O)OCc2ccc(F)cc2Cl)c1	18.8	·	·	-4.9	-8.6	3.2	-15.3	·
C[C@H]1CCCCO[C@H](CN(C)C(=O)Nc2ccc3c(c2)OCO3)[C@@H](C)CN([C@@H](C)CO)C(=O)c2cc(NC(=O)CCC(F)(F)F)ccc2O1	-9.4	·	-2.0	·	-7.9	-16.5	-1.8	2.9
CSC1=C(C#N)C2(CCCCC2)C(C(=O)Nc2ccccc2)=C(C)N1	5.8	-2.3	-0.1	-15.0	-10.3	-6.5	-4.2	-1.3
Cc1onc(-c2c(Cl)cccc2Cl)c1COC(=O)c1ccc([N+](=O)[O-])cc1	4.2	·	3.6	-7.0	-10.4	-0.3	0.5	-2.3
C=CC#CC1(O)CC(C)N(C)CC1C (stereo not given)	10.9	·	·	7.5	-15.4	·	1.5	·

A draw from above in order of molecular weight, lowest first:
SMILES	LGR2 antag	Statin myotox sup	Cneo AK release	PAX8 reporter	INS-1E GSIS act	PGC1a acetyl inh	ARNT-TACC3 inh	PglD inh
Cc1cc(C(=O)Cn2cc(C(F)(F)F)ccc2=O)c(C)n1CC1CCCO1 (stereo not given)	-0.5	28.8	0.3	-8.6	6.4	4.6	0.9	-3.4
CN(CCc1ccccn1)C(=O)CCC1CCCN(C(=O)CCOc2ccccc2)C1 (stereo not given)	13.9	·	·	7.2	4.1	·	-0.4	·
N#Cc1ccc(-c2ccc([C@@H]3[C@H](CO)N4C(=O)CN(C(=O)Cc5ccccc5)C[C@@H]34)cc2)cc1	6.4	·	·	-8.7	4.8	3.7	·	·
Cc1noc(C)c1NC(=O)Nc1ccc2c(c1)C(=O)N([C@H](C)CO)C[C@H](C)[C@H](CN(C)C(=O)Nc1cccc3ccccc13)OCCCC[C@@H](C)O2	·	·	-12.7	-19.2	3.7	3.3	-1.3	-3.9

(more compounds)
SMILES	LGR2 antag	Statin myotox sup	Cneo AK release	PAX8 reporter	INS-1E GSIS act	PGC1a acetyl inh	ARNT-TACC3 inh	PglD inh
COC(=O)c1ccccc1NC(=O)CS(=O)(=O)Cc1nc(-c2ccc(C)cc2)oc1C	-23.1	3.5	1.6	0.5	·	-4.3	-2.8	0.2
Cc1ccc(-c2csc(NC(=O)CN3CC(C)OC(C)C3)n2)cc1 (stereo not given)	-12.8	-15.8	0.0	25.5	·	·	-0.5	2.0
CCc1nc2c(OCC(=O)c3ccc(F)cc3)cccn2c1N(C)C(=O)c1ccc(OC)cc1	-6.3	-20.7	-0.5	-14.0	0.9	-21.9	·	6.0
COc1ccc(CN(C)C[C@@H]2Oc3ccc(NC(=O)Nc4c(C)noc4C)cc3C(=O)N([C@H](C)CO)C[C@H]2C)cc1	-2.7	12.7	0.7	-23.3	4.1	-18.0	3.3	4.4
CCOC(=O)c1ccc(NC(=S)N(CCCN2CCN(CC)CC2)Cc2cccs2)cc1	18.3	·	·	2.1	-0.6	·	2.7	·
COc1cc(S(=O)(=O)N2CCC(C(N)=O)CC2)c(C)cc1C	·	5.7	-0.8	·	·	·	-1.5	-0.9
CCOC(=O)c1c(NC(=O)COc2cccc3c2CCN(CC)C3=O)sc2c1CCC2	-11.1	·	-2.5	10.7	6.0	-6.0	-2.9	2.0
CC(=O)Nc1ccc(S(=O)(=O)N(C#N)c2nc(N(C)C)nc(N(C)C)n2)cc1	1.6	8.5	0.0	15.6	8.9	16.5	1.8	5.2
CC(C)c1ccc(N2C(=O)CC(Sc3ncccn3)C2=O)cc1 (stereo not given)	13.8	-4.8	-1.4	-55.8	-2.7	·	-4.3	2.6
Cc1ccc(S(=O)(=O)NCCC(=O)Nc2ccncc2)cc1C	-10.3	13.0	1.1	3.8	-2.3	10.9	0.2	0.8
CCOC(=O)CC(NC(=O)C(CC)c1ccccc1)c1ccccc1Cl (stereo not given)	3.4	·	0.8	-6.1	-10.5	·	-4.8	-1.4
O=C(/C=C/c1cccs1)N1CCCC1	-5.4	2.5	-15.1	-20.4	-10.9	·	-15.8	-5.0
C[C@@H]1CN([C@@H](C)CO)C(=O)CCCn2cc(nn2)CO[C@H]1CN(C)S(=O)(=O)c1ccc(-c2ccccc2)cc1	-0.3	-8.5&7.1	3.9	-2.6&-14.1	11.1&2.3	-1.1&-5.3	-14.5	0.8
O=[N+]([O-])c1cc([N+](=O)[O-])c2c(=Nc3ccccc3)n(-c3ccccc3)n(O)c2c1	23.6	·	·	37.1	2.3	-13.3	2.9	·
CCCCCCC(=O)N/N=C/Cc1ccccc1	·	3.4	0.9	·	·	-11.9	1.2	-11.4
CC(C)CC#Cc1ccc([C@H]2[C@@H](CO)N3CCCCN(S(=O)(=O)Cc4ccccc4)C[C@H]23)cc1	6.7	·	1.6	11.3	6.0	-28.5	-4.5	2.1
Cc1cccc2c1cnn2C(=O)CCC(=O)NCC(C)c1ccccc1 (stereo not given)	-14.0	6.9	-0.5	-17.3	-26.0	5.1	-12.4	6.7
COc1cc(OC)cc(-c2cc3cc(F)ccc3cn2)c1	5.1	-57.9	-4.9	-152.8	16.3	-5.8	-12.3	1.5
CCCN1C[C@H](C)[C@@H](OC)CN(C)C(=O)c2ccc(NS(=O)(=O)c3ccccc3)cc2OC[C@H]1C	-7.5	-19.5	0.6	·	-2.1	-17.3	-11.9	19.5
CN(C)c1nc(N)nc(N(c2ccccc2)c2ccccc2)n1	1.6	1.0	-1.8	-20.0	-4.4	0.4	-7.5	8.3
CCCCc1c(O)nc(SCC(=O)N2CCOCC2)n(-c2ccccc2OC)c1=O	11.5	8.0	0.6	1.8	2.6	·	0.9	7.0
O=C(COC(=O)c1c[nH]c(=O)[nH]c1=O)Nc1ccccc1Br	2.6	-26.3	-0.7	-15.1	6.3	2.7	-8.6	-3.9
O=C(/C=C/c1ccc(Cl)c(Cl)c1)Nc1cccnc1	-45.7	-25.0	-0.6	-23.3	2.5	·	-0.2	3.5
CCCC(O)C#Cc1cnc2c(c1)C(=O)N([C@H](C)CO)C[C@H](C)[C@H](CN(C)Cc1cccc(C(F)(F)F)c1)O2 (stereo not given in full)	-1.0	·	-1.7	·	-27.7	13.0	-5.5	1.9
CCOC(=O)NC1(Nc2cccc(Cl)c2)Oc2ccccc2O1	-5.0	·	·	-29.2	-3.5	·	-0.1	·
(listing goes on)
SMILES	LGR2 antag	Statin myotox sup	Cneo AK release	PAX8 reporter	INS-1E GSIS act	PGC1a acetyl inh	ARNT-TACC3 inh	PglD inh
CCCNC(=O)c1cc2c3ccccc3n(C)c2s1	·	-1.9	-5.7	·	·	-2.4	-0.7	-12.3
CCOC(=O)c1ccc(NC(=O)c2nc[nH]c2C(=O)N2CCc3ccccc3C2)cc1	12.1	6.4	-3.3	-14.1	3.3	4.5	-4.7	0.9
Cc1cccc(/C=N/n2c(C3CCCCC3)n[nH]c2=S)c1	-20.2	-4.2	20.9	·	-5.7	-6.7	8.5	-3.9
O=C(CCN1CCCCC1)NCC[C@H]1CC[C@@H](NC(=O)C2CCOCC2)[C@@H](CO)O1	-5.0	6.7	-8.4	0.5	3.0	14.8	-3.7	1.8
C[C@@H]1CN([C@H](C)CO)C(=O)c2cc(NS(=O)(=O)c3ccc(F)cc3)ccc2O[C@H]1CN(C)Cc1ccc(Oc2ccccc2)cc1	-2.2	52.4	-14.6	-9.7	-11.2	-20.2	2.6	-1.3
CO[C@@H]1CN(C)C(=O)c2cc(NS(=O)(=O)c3ccc(Cl)cc3)ccc2OC[C@H](C)N(C)C[C@@H]1C	19.4	-3.8	-2.8	-4.8	-0.2	8.9	0.4	0.7
COc1ccccc1N1CCN(C(=O)c2cccc(NC3=NC4CS(=O)(=O)CC4S3)c2)CC1 (stereo not given)	-2.6	-1.8	0.3	-4.5	6.2	·	-1.8	2.6
O=C(NCC1CC1)[C@@H]1[C@@H](CO)[C@@H]2Cn3c(ccc(-c4cccnc4)c3=O)[C@H]1N2C(=O)C1CCC1	-8.7	-5.1	10.1	·	6.3	·	-21.8	-1.0
COCCOC(=O)c1c(NC(=O)CNC2CCCc3ccccc32)sc(C(N)=O)c1C (stereo not given)	-14.2	-8.4	-0.2	-13.0	0.7	5.7	0.2	-5.6
COc1ccc(NC(=O)NNC(=O)c2ccc(-c3ccccc3)cc2)c(OC)c1	-4.5	-1.2	0.4	3.7	-1.9	0.4	-5.7	8.0

Assay outcomes from PubChem.
